Bim-Bcl-2 – inhibitors of Bim-Bcl-2 binding, primary screen, biochemical, multiplexed, human Bcl-2 family | AID 950, 2007 | hit rate 0.06% among 190,000 | Bead-based flow cytometry, Bim peptide-Bcl-2 binding | inhibition, % at 10 µM | Apoptosis regulator Bcl-2 (Homo sapiens), P10415; in the data active = inhibition above about 40%; inconclusive = no clear call, values can overlap the other calls;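 note: 0% = no compound wells with probe peptide and 100% = reference peptide inhibitor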
ABCG2 inh – ABCG2 efflux pump inhibitors, primary screen, multiplex with ABCB1, IgMXP3 cells, flow cytometry; Broad substrate specificity ATP-binding cassette transporter ABCG2 (Homo sapiens), Q9UNQ0; JC-1 efflux; inhibition, % at 6.6 µM; hit rate 0.1% among 190,000; AID 1325, 2008;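 active = inhibition above 80%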;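 note: 0% = DMSO and 100% = nicardipine control wells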
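Times: 10 min at 25 °C | Test system: Two drug-resistant human cell lines, ABCG2 and ABCB1 | Quantity: 3 million cells/mL final, two lines in 1:1 ratio | Signal: Flow cytometry, 530 nm JC-1 signal | Dosing: Compound at 6.6 µM | Controls: Nicardipine and DMSO wells | Reagent: JC-1 as fluorescent efflux pump substrate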
ABCB1 inh – ABCB1 efflux pump inhibitors, primary screen, cell-based, multiplex, flow cytometry, ABCG2 counter-screen | inhibition, % at 6.6 µM | AID 1326, 2008 | ATP-dependent translocase ABCB1 (Homo sapiens), P08183 | CCRF-Adr cells, JC-1 efflux | hit rate 0.067% among 190,000; in the data active = inhibition above about 40%;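 note: 0% = vehicle and 100% = reference inhibitor; higher value means more JC-1 retained so stronger ABCB1 efflux block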
RGS7-Gao reg – RGS7-Galphao binding modulators, primary screen, biochemical, multiplexed bead flow cytometry. actives lie on both sides. binding response (% of control), % at 10 µM. hit rate 0.35% among 220,000. Guanine nucleotide-binding protein G(o) subunit alpha (Homo sapiens), P09471; in the data active = binding response below about 49% or above about 150%; inconclusive = no clear call, values can overlap the other calls; inactive = in between;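 note: fluorescent Galphao held in activated GDP-AlF4 state binding bead-coupled RGS7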
RGS4-Gao reg – modulators of RGS4 binding to Galphao, primary screen, biochemical, multiplexed bead flow cytometry; binding response (% of control), % at 10 µM; Guanine nucleotide-binding protein G(o) subunit alpha (Homo sapiens), P09471; hit rate 0.33% among 220,000; actives lie on both sides; in the data active = binding response below about 49% or above about 150%; inactive = in between;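 note: fluorescent Galphao activated with aluminum fluoride binding bead-coupled RGS4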
Bim-Bcl-B – inhibitors of Bim-Bcl-B binding, primary screen, biochemical, multiplexed, human Bcl-2 family; bead-based flow cytometry, Bim peptide-Bcl-B binding; inhibition, % at 10 µM; hit rate 0.073% among 190,000;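 note: 0% = tracer peptide without compound and 100% = reference inhibitor peptide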
Bim-Bcl-W – inhibitors of Bim binding to Bcl-W, primary screen, biochemical, multiplexed, bead-based flow cytometry. Bcl-2-like protein 2 (Homo sapiens), Q92843. Bim peptide-Bcl-W binding. inhibition, % at 10 µM. hit rate 0.02% among 190,000. AID 952, 2007;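 note: 0% = bound tracer without compound and 100% = peptide blocker; higher means less fluorescent Bim peptide bound to Bcl-W beads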
Avidin bead fluor – green autofluorescence of compounds with avidin beads – biophysical, 488/530 nm, flow cytometry, artefact control, profiling panel | AID 1775, 2009 | fluorescence (KMESF) at 10 µM | compound fluorescence 488/530 nm; hits give high values | hit rate 0.38% among 220,000; in the data active = fluorescence above about 47; note: inactives centre near 10
GSH fluor – compound fluorescence on glutathione beads, profiling panel, artefact control, biophysical, 488/530 nm, flow cytometry. GSH beads flow cytometry, compound fluorescence 488/530 nm; hits give high values. fluorescence (KMESF) at 10 µM. hit rate 0.25% among 190,000. AID 1776, 2009; in the data active = fluorescence above about 89;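 note: glutathione beads carrying GST-tagged Bcl family fusion proteins plus one bare bead set; values are compound well signal with DMSO vehicle wells as background; inactives centre near 16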
Bfl-1 Bim block – inhibitors of Bim binding to Bfl-1, primary screen, biochemical, multiplexed, bead-based flow cytometry; inhibition, % at 10 µM; Bcl-2-related protein A1 (Homo sapiens), Q16548; Bim-Bfl-1 binding inhibition; hit rate 0.12% among 190,000; AID 1008, 2008;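 note: 0% = wells without compound plus tracer and 100% = blocker peptide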
Bcl-XL Bim block – inhibitors of Bim-Bcl-XL binding, primary screen, biochemical, multiplexed, bead flow cytometry, human Bcl-XL. inhibition, % at 10 µM. Bcl-2-like protein 1 (Homo sapiens), Q07817. hit rate 0.04% among 190,000. Bim peptide-Bcl-XL binding, fluorescence
The depositor's hits bear a star; ? = inconclusive; · = no result given. Cut-off read from the data, not from the text of the source, unless noted: active = inhibition above about 40%. Outcome played no part in choosing rows (roughly 1.3% active in at least one column).

Molecule,Bim-Bcl-2,ABCG2 inh,ABCB1 inh,RGS7-Gao reg,RGS4-Gao reg,Bim-Bcl-B,Bim-Bcl-W,Avidin bead fluor,GSH fluor,Bfl-1 Bim block,Bcl-XL Bim block
Cc1ccc[n+](C(C)C(=O)Nc2ccc([N+](=O)[O-])cc2C)c1 (stereo unspecified),-1,2,0.9,?,99,-5,0,9,13,-6,-3
COc1ccc(C(=O)N(Cc2ccc(N(C)C)cc2)C2CCS(=O)(=O)C2)cc1 (stereo unspecified),-1,1,0.4,102,100,-2,0,10,22,-3,-1
CC(OC(=O)CNC(=O)C12CC3CC(CC(C3)C1)C2)C(=O)Nc1ncc(Cl)cc1Cl (stereo unspecified),-4,2,0.5,97,99,-3,-3,38,20,-1,-3
NC(=S)NN=C(Cc1ccccc1)Cc1ccccc1,0,1,-0.4,102,104,-3,-2,8,14,5,-1
OCCNC(=S)NC1CCCCC1,0,0,0.1,99,101,0,-2,8,55,-6,-4
CCCSc1oc(-c2ccco2)nc1S(=O)(=O)c1ccccc1,-5,-3,-3.1,91,92,-11,-5,4,24,-4,3
CCC(=O)Nc1c2c(nn1-c1ccccc1C)CSC2,-13,-2,-0.3,103,105,-8,-4,29,25,-17,-9
COc1ccc(C(CNC(=O)c2cc3ccccc3cc2OC)N2CCCC2)cc1 (stereo unspecified),1,28,1.3,107,106,-1,-2,11,27,-6,-1
Cc1cc(C)n(Cc2ccc(F)cc2)c(=O)c1C#N,-7,9,1.2,99,97,-6,-1,26,22,-16,-9
O=C(Nc1ccccc1)c1cc([N+](=O)[O-])ccc1NCc1cccnc1,-13,48,3.5,106,103,-10,-5,8,17,-17,-8
CCOc1ccc(C(F)(F)F)cc1NC(=O)COc1ccc(C(F)(F)F)cc1[N+](=O)[O-],-12,15,0.3,98,99,-11,-3,11,33,-20,-8
Cc1c(NC(=O)C(C#N)=C2CCCCC2)c(=O)n(-c2ccccc2)n1C,-5,3,0.6,96,98,-6,0,3,35,-11,3
Cc1ccc(C(=O)Nc2nc3ccccc3c(=O)s2)cc1,-8,25,0.2,100,99,-9,-2,5,12,-4,-4
O=C(CCCOc1ccccc1)N1CCCCC1,-2,0,0.2,101,103,0,-1,16,11,-1,-1
CNc1nc2ccccc2n(C)c1=O,-1,2,0.5,98,100,0,0,11,13,-4,-2
O=C(/C=C/c1ccccc1)Nn1cnnc1,-10,5,0.6,100,102,-9,-1,13,31,-16,-5
CCOc1ncccc1C(=O)Nc1ccc(F)c(Cl)c1,-1,12,0.8,103,102,0,-1,9,27,-2,0
Cc1cccc(C)c1OCCCCn1cnc2ccccc2c1=O,-12,0,-1.5,110,115,-6,1,5,40,-14,-10
COc1ccnc(N2CCN(c3ccc(Cl)cc3)CC2)c1C#N,-6,3,0.8,95,98,-7,-5,12,25,-3,-5
CNC(=S)NCc1ccc2[nH]c(C)cc2c1,-9,0,-0.1,104,103,-6,-3,24,10,-9,-4
COc1cccc(-c2nc(C(N)=O)c3[nH]c(=O)n(-c4cccc(Cl)c4)c3n2)c1OC,-8,7,0.6,100,100,-14,-11,20,14,-11,-14
COc1ccc(/C=C/C(=O)Nc2cc(=O)n(C)c(=O)n2C)cc1,-2,18,0.5,96,96,-1,-3,3,13,-2,-1
CC1C=CCC2C(=O)N(c3cccc(C(=O)N4CCCCCC4)c3)C(=O)C12 (stereo unspecified),2,2,0.7,101,99,0,0,14,14,-1,1
CC1Cc2ccccc2N1C(=O)CSc1nn2c(=O)c(C(C)(C)C)nnc2s1 (stereo unspecified),-6,9,2.1,?,100,-8,-1,9,15,-4,-2
Cc1nnsc1C(=O)Nc1ccc(Cl)cc1Cl,-7,21,0.7,103,100,-4,-3,9,40,-8,-9
CCOC(=O)c1cnn(-c2ccccc2)c1NC(=O)c1ccc(C)cc1,2,·,·,100,103,-6,3,5,17,-10,-1
O=C(CN1C(=O)c2ccccc2S1(=O)=O)c1ccccc1,0,2,1.1,97,97,-5,0,13,13,3,-2
C=C(C)C1CC=C(C)/C(=N/NC(=S)Nc2ccccc2)C1 (stereo unspecified),0,6,0.2,101,103,-5,-1,2,9,0,-6
COC(=O)C(CC(C)C)Oc1ccc2c(C)cc(=O)oc2c1 (stereo unspecified),-3,1,0.0,101,96,-1,-1,8,28,1,-1
CCOC(=O)c1cnc2scnn2c1=O,0,-1,-0.2,101,101,-4,0,11,9,-2,-1

Sorted by value in Bim-Bcl-B (ascending): some entries from above.
SMILES	Bim-Bcl-B
Cc1cc(C)n(Cc2ccc(F)cc2)c(=O)c1C#N	-6
COc1ccc(C(=O)N(Cc2ccc(N(C)C)cc2)C2CCS(=O)(=O)C2)cc1 (stereo unspecified)	-2
COC(=O)C(CC(C)C)Oc1ccc2c(C)cc(=O)oc2c1 (stereo unspecified)	-1

Back to the main list with the 5 entries that preceded the break.
Molecule,Bim-Bcl-2,ABCG2 inh,ABCB1 inh,RGS7-Gao reg,RGS4-Gao reg,Bim-Bcl-B,Bim-Bcl-W,Avidin bead fluor,GSH fluor,Bfl-1 Bim block,Bcl-XL Bim block
CCOC(=O)c1cnn(-c2ccccc2)c1NC(=O)c1ccc(C)cc1,2,·,·,100,103,-6,3,5,17,-10,-1
O=C(CN1C(=O)c2ccccc2S1(=O)=O)c1ccccc1,0,2,1.1,97,97,-5,0,13,13,3,-2
C=C(C)C1CC=C(C)/C(=N/NC(=S)Nc2ccccc2)C1 (stereo unspecified),0,6,0.2,101,103,-5,-1,2,9,0,-6
COC(=O)C(CC(C)C)Oc1ccc2c(C)cc(=O)oc2c1 (stereo unspecified),-3,1,0.0,101,96,-1,-1,8,28,1,-1
CCOC(=O)c1cnc2scnn2c1=O,0,-1,-0.2,101,101,-4,0,11,9,-2,-1
Cc1cc(C)c2nc(-c3ccco3)cc(C(=O)O)c2c1,0,8,1.0,105,106,-1,2,12,12,-3,3
CCC(C)(C)NC(=O)Cn1c(-c2ccccc2)cc(C(C)=O)c1C,0,1,0.7,103,105,-1,0,27,9,-5,-3
CCCCOCCCNC(=O)c1cccc(OC)c1,0,8,1.4,99,95,-5,0,2,9,-1,-3
COc1cc(OC)cc(C(=O)NC2CCSC2=O)c1 (stereo unspecified),-11,2,0.4,104,107,-7,0,8,16,-12,-5
CCOC(=O)C(NC(=O)c1cccc(Cl)c1)(OCc1ccccc1)C(F)(F)F (stereo unspecified),1,2,0.9,92,95,-6,-6,13,9,2,-6
CCOC(=O)c1nn(-c2cccc(C)c2)cc1C(=O)c1ccccc1,-11,8,1.7,100,97,-9,1,10,33,-11,-13
O=C1CCCc2c1nc(-c1cccc(Cl)c1)n2O,3,2,0.6,102,99,3,3,1,44,2,2
Cc1nc(C)n(CC(=O)N2CCCC(C(=O)c3ccc(C(F)(F)F)cc3)C2)n1 (stereo unspecified),1,1,0.7,97,99,-9,0,8,18,-3,-1
Cc1ccc(NC(=O)CS(=O)(=O)c2cn(CC(=O)N3CCOCC3)c3ccccc23)cc1,-1,2,0.4,102,100,-4,0,9,25,-3,1
CC(=O)Nc1cccc(NC(=O)c2ccc(Br)cc2)c1,-3,17,0.3,96,94,-7,-4,5,24,-6,-6
CCOC(=O)c1nc(Nc2ccc(C)cc2)c2ccccc2n1,-12,1,-0.1,100,100,-8,-1,9,8,-14,-5
Cc1c(C(=O)N(C)C)sc(NC(=O)c2cccc([N+](=O)[O-])c2)c1C#N,-10,11,-0.2,100,100,-9,0,14,32,-14,-7
CC1(C(=O)N2CC3(CC(c4ccccc4)=NO3)C[C@H]2C(=O)NCC(N)=O)CC1 (stereo partly specified),-4,1,0.1,103,103,-2,-2,17,16,0,0
O=C/C(=C\Nc1ccc(C(=O)N2CCOCC2)cc1)c1nc2ccccc2o1,-2,13,1.3,94,99,1,0,10,20,-3,1
CN(CCOc1ccc(Cl)cc1)C(=O)c1ccc(S(=O)(=O)N2CCOCC2)cc1,0,1,0.5,98,101,-1,0,10,15,-3,0
Cc1ccccc1NC(=O)C1CCN(S(=O)(=O)c2cccs2)CC1,-2,-1,-0.2,97,101,-1,0,9,12,0,0
CCN(CC)C(=O)c1ccc(S(=O)(=O)N2CCC(c3nc4ccccc4s3)CC2)cc1,1,2,5.1,100,104,-1,-1,8,17,-1,-3
CCN1C(=O)/C(=c2\o/c(=C3\C=Cc4ccccc4N3CC)c(=O)n2CC)SC1=S,-9,0,-1.1,100,95,-2,-1,4,38,-13,9
COc1cc(C2NC(=O)NC(c3ccccc3)=C2C(C)=O)ccc1OCC#N (stereo unspecified),-3,1,-0.1,105,104,-3,5,10,7,-6,-2
CC(C)(C)c1ccc(-n2nc(C(N)=O)c(O)cc2=O)cc1,-3,3,0.0,103,104,-6,2,13,14,-5,1
CC(Oc1ccc(NC(=O)c2ccco2)cc1)C(=O)N1c2ccccc2CC1C (stereo unspecified),6,2,0.6,108,116,10,15,5,55,8,3
CCOc1cc(-c2c(C#N)c(N)nc3c2CCCC3C)ccc1O (stereo unspecified),-4,1,-0.6,99,99,-9,-3,6,43,-10,-18
CSC1=NCCN1C(=O)c1cccc(C(F)(F)F)c1,-8,1,-0.5,101,101,-9,-3,12,33,-20,-13
COc1ccc(-n2c(=O)cc(N3CCN(c4ccccc4)CC3)[nH]c2=O)cc1,-3,10,1.0,96,95,-9,-3,39,24,-11,-8

Looked up one by one from the list above:
Molecule,Bim-Bcl-2,ABCG2 inh,ABCB1 inh,RGS7-Gao reg,RGS4-Gao reg,Bim-Bcl-B,Bim-Bcl-W,Avidin bead fluor,GSH fluor,Bfl-1 Bim block,Bcl-XL Bim block
CCCCOCCCNC(=O)c1cccc(OC)c1,0,8,1.4,99,95,-5,0,2,9,-1,-3
CC(=O)Nc1cccc(NC(=O)c2ccc(Br)cc2)c1,-3,17,0.3,96,94,-7,-4,5,24,-6,-6

Source: PubChem
